SSB-PriA inh – K. pneumoniae PriA-SSBct interaction inhibition | AlphaScreen SSBct-PriA binding, biotinylated peptide | inhibition, % at 33 µM | actives 0.6% (n = 430,000) | AID 1272365; in the data active = inhibition mostly above about 37%, no sharp cut-off; inactive = mostly below about 20%;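 note: plate controls were negative control peptide for no effect and reference peptide for full effect; strong numbers were not always called active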
The depositor's hits bear a star; & = joins results of further samples.

SMILES | SSB-PriA inh
CCOC(=O)c1sc(=NC(=O)c2cc(C)no2)n(C)c1C | -1
CCOc1ccc(-c2cc3c(SCc4ccc(Cl)cc4)nccn3n2)cc1 | -16
O=C(CSc1nnc2ccc(-c3ccncc3)nn12)NCc1ccc(F)cc1 | -14
O=C(NNC(=O)c1ccc(=O)n(Cc2ccc(Cl)cc2)c1)c1cccc(Cl)c1 | -14
O=C(Nc1nc(-c2nc3ccccc3s2)cs1)c1ccc(S(=O)(=O)N2CCCc3ccccc32)cc1 | -15
CC(C)(C)c1ccc(C=NNC(=O)C2CCCC2)cc1 | -1
OCCNc1nc2ccc(Br)cc2c(-c2ccccc2)c1-c1cc(-c2ccccc2)c2cc(Br)ccc2n1 | -7
Cc1noc(C2CN(Cc3ccc(C)s3)C2)n1 | 0
COc1ccc(CCNC(=O)CSc2ncc(CO)n2Cc2ccc3c(c2)OCO3)cc1OC | -10
O=C(NCc1ccco1)c1cccc(-n2ccc3ccccc32)c1 | -1
O=C(Cc1cccc2ccccc12)N(Cc1cccnc1)c1nc2ccc(Cl)cc2s1 | -4
COC(=O)N1CCC(CNC(=O)NC2CCCC2)CC1 | -9
CC(=NNc1cc(N2CCOCC2)nc(C)n1)c1cccc([N+](=O)[O-])c1 | 9
COC(=O)N1CCC(CNC(=O)CSc2ccc(F)cc2)CC1 | -8
CC[C@H](C)c1ccccc1OCC(=O)Nc1ccc(S(=O)(=O)N2CCc3ccccc32)cc1 | -5
O=S(=O)(c1cccnc1)N1CCCCC(c2ccc(F)cc2)C1 (configuration not stated) | -6
COc1ccccc1CCNC(=O)CSc1nc(=O)[nH]c2c1CCCC2 | -4
O=C(Nc1nc2c(s1)C(=O)NCCC2)c1cccc(-n2cccn2)c1 | -4
COc1cc(C=NNC(=O)C(=O)C=C2NC(C)(C)Cc3ccccc32)ccc1O | 26
O=C(NCC1COC2(CCCC2)O1)C(=O)NC1CC1 (configuration not stated) | 0
COCCN1CCC(CNS(=O)(=O)c2c(C)cc(C)cc2C)CC1 | -11&-11
O=C(Nc1ccccc1F)N1CCN(c2ccc(Nc3cccnc3)nn2)CC1 | -15
CSc1ncc(Cl)c(C(=O)N2CCN(c3ccccc3)CC2)n1 | -8
CCOC(=O)c1c(C)oc2c1c(C=Nc1cccc(F)c1)c(O)c1ccccc12 | -5
Cc1cc(C)n(/N=C\c2ccc[nH]2)c(=O)c1C#N | 3
CCSc1nnc(NC(=O)CSc2nnc(CNC(=O)c3ccco3)n2-c2ccccc2)s1 | 0
O=C1NC(=O)/C(=C\c2ccco2)S1 | -9
O=C(O)CCC(=NNC(=O)CNC(=O)c1ccc2c(c1)OCCO2)c1ccccc1 | -18
O=C(NCCCn1ccnc1)c1ccc(-n2cccn2)nn1 | -8
COc1cccc(NC(=O)CCC(=O)O)c1 | -14
O=C(NCC1CCN(c2nc3ccccc3o2)CC1)Nc1cccc(C(F)(F)F)c1 | -1
COCCNC(=O)c1nccnc1-c1nc2ccccc2s1 | -16
O=C(CS(=O)(=O)c1ccc(F)cc1)Nc1cccc(-c2nc3ccccc3o2)c1 | -5
Cc1cc(C)c(S(=O)(=O)Cc2nc(-c3cccc(C(F)(F)F)c3)no2)cc1C | 1
COC1CCN(C2CCN(C(=O)c3ccc(-c4cccs4)cc3)CC2)CC1 | 1
O=C(NCCCn1ncccc1=O)C1CN(C(=O)COc2ccccc2F)C1 | 3
COc1cccc(CNC(=O)C(=O)NCC2CCN(c3ccccn3)CC2)c1 | -14
Cc1ccc(OC2CCCN(S(=O)(=O)c3cn(C)cn3)C2)nn1 (configuration not stated) | -7
Cc1nnc(C2CCN(CC(=O)N3CCc4ccccc43)CC2)s1 | 0
CCn1c(Nc2cccc(C)c2)nc2ccccc21 | 9
CCOc1cc(C)c(S(=O)(=O)N2CC(C)OC(C)C2)cc1C (configuration not stated) | -17
O=C(c1ccno1)N(CCc1cccs1)C1CC1 | -12
Cc1cc(CCNC(=O)CC2CCCC2)on1 | -2
CC(=NNC(=O)CSCc1ccccc1Cl)c1cccc(NC(=O)c2ccccc2)c1 | -7
O=C(COc1ccc2ccccc2c1)NN=Cc1ccccn1 | -6
CCCn1cc(SCC(=O)N2N=C(c3ccc(OC)cc3)C[C@H]2c2cccc(OC)c2OC)c2ccccc21 | -3
O=C(NCC1(c2cccs2)CCCC1)C(=O)Nc1ccccc1 | -14
O=c1nc2n(c3ccccc13)CC/C2=C/c1ccc(F)cc1 | -1
Cc1ccc(-n2cc(C(=O)NCc3cccnc3)nn2)cc1 | -18
C=CCN1C(=O)C(C)(C)COc2ccc(NS(=O)(=O)c3cc(C)c(C)cc3OC)cc21 | -3
CS(=O)(=O)c1ccc(CCC(=O)NCc2ccnc(-c3cccs3)c2)cc1 | -7
O=C(CCc1ccccc1)Nc1nnc(-c2ccc(Br)s2)o1 | -19
O=C(NCCC(O)c1ccco1)C1CC(=O)N(c2ccc(F)cc2)C1 (configuration not stated) | -13
Cc1ccc(Cn2nc3n(Cc4ccccc4)c(=O)c4ccc(C(=O)NC(C)C)cc4n3c2=O)cc1 | -4
FC(F)(F)c1nc2ccccc2nc1NN=Cc1c(Cl)cccc1Cl | -1
Clc1ccc(-c2cccnc2)nn1 | 7
O=S(=O)(NCC1(O)CCc2ccccc2C1)C1CC1 (configuration not stated) | 9
O=C1c2cccc3cccc(c23)C(=O)N1CC1CCN(C[C@H](O)COc2ccc(F)cc2)CC1 | -5
O=C(COc1ccccc1F)Nc1nc(-c2cc([N+](=O)[O-])cs2)cs1 | -11
O=C(NCCOc1ccc2nnc(-c3ccccc3)n2n1)c1ccc(-n2cncn2)nn1 | -11
(continued)
SMILES | SSB-PriA inh
CCOC(=O)NC[C@@](C)(O)Cc1ccco1 | 5
Cc1cc(=O)[nH]c(-n2ncc(C(=O)Nc3nnc(C)s3)c2C)n1 | -13
CCn1c(=O)c(C(=O)Nc2cc(Cl)ccc2Cl)cc2cccnc21 | -5
COc1ccc(C2CC(c3cccs3)=NN2C(=O)Cn2c(-c3nnc(C)o3)cc3ccccc32)cc1 (configuration not stated) | -8
CC(CC(=O)NCc1ccco1)=NNC(=O)COc1ccc(C)cc1 | -8
COc1ccc(NC(=O)CN2CCC(C(=O)Nc3ccc4c(c3)OCCO4)CC2)c(OC)c1 | -5
COc1ccc(CCC(=O)Nc2c(C)nc3ccc(C)cn3c2=O)cc1 | 0
Cc1cc(C(=O)Nc2nc3c(s2)CCC3)on1 | -4
COc1ccc(SCC2CCN(C(=O)C3CCN(S(C)(=O)=O)CC3)CC2)cc1 | 0
CC(=O)Nc1cccc(NC(=O)CSc2nc(CC(=O)Nc3ccc(F)c(Cl)c3)cs2)c1 | -11
COC(=O)c1ccc2c(=O)n(CC(=O)NC3CCCC3)c(=S)[nH]c2c1 | -13
COc1ccccc1CNC(=O)C(=O)NCCC(O)c1ccoc1 (configuration not stated) | -18
O=C(COc1ccc(Cl)cc1)Nc1ccc2c(c1)CN(C(=O)c1ccco1)CC2 | 4
O=C(Nc1ccc(Cl)c(Cl)c1)ON=Cc1ccncc1 | -12
Clc1ccc2c(NN=Cc3ccc(Br)cc3)ccnc2c1 | -8

2 entries from above, set out differently.
Molecule	SSB-PriA inh
CCOC(=O)NC[C@@](C)(O)Cc1ccco1	5
Cc1cc(=O)[nH]c(-n2ncc(C(=O)Nc3nnc(C)s3)c2C)n1	-13

Next results follow:
SMILES | SSB-PriA inh
O=c1nc(SCc2ccccn2)c2c([nH]1)CCCC2 | -2
COc1cc(C(=O)NCCCS(=O)(=O)N2CCN(c3ccccn3)CC2)cc(OC)c1OC | -7&-3
COc1ccc(CCS(=O)(=O)NCC2CCN(c3nc4ccccc4s3)CC2)cc1 | -12
O=C(Oc1c(CN2CCOCC2)cc(Cl)c2cccnc12)c1cccc([N+](=O)[O-])c1 | 105*
Cc1noc(C)c1S(=O)(=O)Nc1cccc(-c2csc3nc(C)c(C)c(=O)n23)c1 | -4
Clc1ccc2nc(N3CCNCC3)sc2c1 | 2
O=c1c2nc(N3CCCCC3)sc2c(-c2cccs2)nn1CCc1ccccc1 | -3
CCOC(=O)CNC(=O)CSc1ncnc2c1nnn2Cc1ccccc1 | -6
ON=Cc1ccccc1Oc1ccc(F)cc1 | -19
Cc1cc(C)c2sc(N3CCN(C(=O)Cc4ccc(F)cc4)CC3)nc2c1 | -6
CCOC(=O)c1nnn(-c2ccccc2OC)c1C(=O)OCC | -25&-3
CSc1cccc(NC(=O)C(=O)NCC2CCN(C(C)C)CC2)c1 | 3
O=c1ccc(-c2ccncc2)nn1CCNS(=O)(=O)c1cccs1 | -9&2
CC(=NNc1nc2ccccc2[nH]1)c1ccc2c(c1)OCCO2 | 42*
NC(=O)C1Cc2ccccc2N1C(=O)C1CC1 (configuration not stated) | 2
CCc1c(C#N)c(SCC(=O)Nc2ccc(Cl)cc2)nc2c1C(=O)CC(C)(C)C2 | 3
COc1ccc2sc(N(CCCN3CCOCC3)C(=O)c3ccnn3C)nc2c1 | -10&-8
Cc1c(S(=O)(=O)CCNC(=O)NCc2ccc(Cl)cc2)c2ccccc2n1Cc1ccccc1 | 10
COc1cc(Cn2nc(-c3ccco3)c3sc(N4CCCC4)nc3c2=O)cc(OC)c1 | 2
N#Cc1cccnc1N1CCC(CNC(=O)C2(c3ccc(Cl)cc3)CCCC2)CC1 | -2
O=C(Cc1ccccc1Cl)NCc1cnn2ccccc12 | 7
CC(C)(C)c1ccc(C(=O)NCCOc2ccc(F)cc2)cc1 | -48
O=C(N/N=C\c1c(O)ccc2ccccc12)c1cc(-c2cccc([N+](=O)[O-])c2)n[nH]1 | -11
Cc1cc(NC(=O)CN2CCN(C(c3ccccc3)c3ccccc3)CC2)nc2c1c(=O)oc1ccccc12 | -4
Cn1nc(CN(Cc2ccco2)S(C)(=O)=O)cc1C1CC1 | -6
CC12CC(NC(=O)N1c1cc(F)ccc1F)c1cc(Br)ccc1O2 (configuration not stated) | 0
Cc1cc(C)c2c(n1)nn1c(N3CCN(C/C=C/c4ccccc4)CC3)cc(C)nc21 | -3
Cc1cc(C)n(-c2ccc(CCC(=O)NCCC3=CCCCC3)cc2)n1 | -11
CCOC(=O)CCC(=O)N1CCS[C@H](c2ccco2)CC1 | 3
COc1ccc(Cl)cc1NS(=O)(=O)c1ccc(N2C(=O)CCS2(=O)=O)cc1 | -15
COc1ccc(Cl)cc1C(=O)NCC(O)(c1cccs1)C1CC1 (configuration not stated) | -5
Cc1c(C(=O)NCc2nn(C3CCCC3)c(=O)c3ccccc23)cnn1-c1ccccc1 | 8
Cc1ccc(N2CC(NC(=O)Nc3ccccc3C(N)=O)CC2=O)cc1C (configuration not stated) | -4
COc1ccc(N2CCN(CCNC(=O)C(=O)NCc3cccs3)CC2)cc1 | -14
CCCOc1ccc(C2C(=C(O)c3ccccc3)C(=O)C(=O)N2CCCN(C)C)cc1OC (configuration not stated) | 8
O=C(CCc1csc2nc(-c3ccccc3)cn12)NC1CCCCC1 | -10
O=C(NCCNc1ccc(Nc2cccnc2)nn1)c1cccc(C(F)(F)F)c1 | -5
Cc1cc(C(=O)NCCn2nc(-c3ccco3)n(C3CC3)c2=O)c(C)o1 | 2
NC(=O)CSc1ncc(CO)n1Cc1ccc(Cl)cc1 | -2
COCCN(Cc1ccoc1)S(=O)(=O)c1ccc(OC(F)(F)F)cc1 | -7
CCCCn1c(CNC(=O)c2ccc(OC)cc2)nnc1SCc1ccc(Br)cc1 | -21
COC(=O)Cn1c(-c2ccc(Br)cc2)cnc1SCC(=O)Nc1ccc(Cl)cc1 | -5
CCC(=NN1CCN(C)CC1)c1c(O)[nH]c(=O)[nH]c1=O | -12
O=C(C=C(O)c1ccccc1)C(=O)NNC(=O)c1ccccc1[N+](=O)[O-] | -1
COc1ccc(OC)c([C@@H]2CC(c3ccc(NS(C)(=O)=O)cc3)=NN2C(=O)CCC(=O)O)c1 | -5
C=CCCc1nnc(N)o1 | -6
CCC(CC)NC(=O)NCc1n[nH]c(=O)c2ccccc12 | -16
O=C(Nc1nc(-c2ccc(Br)cc2)cs1)c1ccc(Oc2ccc(C(=O)Nc3nc(-c4ccc(Br)cc4)cs3)cc2)cc1 | -12
Cc1ccc(C=NNc2ccc(Cl)c(C(=O)O)c2)s1 | -1
Cc1nccn1-c1ccc(N2CCCC(C(=O)NCc3ccc(F)cc3)C2)nn1 (configuration not stated) | -14
Cc1nc2ccc3nc(NC(=O)Cc4ccc(S(C)(=O)=O)cc4)sc3c2s1 | -4
Cc1ccc2c(c1)N(C(=O)CSc1ncnc3nc(N4CCc5ccccc5C4)sc13)CCO2 | -2
COC(=O)c1nn(-c2ccccc2)c(Sc2ccc(C)cc2)c1C=NO | -3
O=C(c1cc(-c2cccs2)[nH]n1)N1CC(S(=O)(=O)c2ccc(F)cc2)C1 | -5

Sorted by molar mass (rising): part of the list above.
SMILES | SSB-PriA inh
C=CCCc1nnc(N)o1 | -6
CCC(=NN1CCN(C)CC1)c1c(O)[nH]c(=O)[nH]c1=O | -12
CCC(CC)NC(=O)NCc1n[nH]c(=O)c2ccccc12 | -16
Cc1ccc(C=NNc2ccc(Cl)c(C(=O)O)c2)s1 | -1
NC(=O)CSc1ncc(CO)n1Cc1ccc(Cl)cc1 | -2
O=C(CCc1csc2nc(-c3ccccc3)cn12)NC1CCCCC1 | -10
O=C(C=C(O)c1ccccc1)C(=O)NNC(=O)c1ccccc1[N+](=O)[O-] | -1
COCCN(Cc1ccoc1)S(=O)(=O)c1ccc(OC(F)(F)F)cc1 | -7
O=C(c1cc(-c2cccs2)[nH]n1)N1CC(S(=O)(=O)c2ccc(F)cc2)C1 | -5
Cc1nccn1-c1ccc(N2CCCC(C(=O)NCc3ccc(F)cc3)C2)nn1 (configuration not stated) | -14
O=C(NCCNc1ccc(Nc2cccnc2)nn1)c1cccc(C(F)(F)F)c1 | -5
Cc1nc2ccc3nc(NC(=O)Cc4ccc(S(C)(=O)=O)cc4)sc3c2s1 | -4
COc1ccc(OC)c([C@@H]2CC(c3ccc(NS(C)(=O)=O)cc3)=NN2C(=O)CCC(=O)O)c1 | -5
CCCCn1c(CNC(=O)c2ccc(OC)cc2)nnc1SCc1ccc(Br)cc1 | -21
Cc1ccc2c(c1)N(C(=O)CSc1ncnc3nc(N4CCc5ccccc5C4)sc13)CCO2 | -2
O=C(Nc1nc(-c2ccc(Br)cc2)cs1)c1ccc(Oc2ccc(C(=O)Nc3nc(-c4ccc(Br)cc4)cs3)cc2)cc1 | -12

High-throughput results as filed in PubChem.

Not all compounds are listed; the hit share may differ from the screen's.
